# From PubChem BioAssay
# D2 agonist: HTS Assay for Allosteric Agonists of the Human D2 Dopamine Receptor: Primary Screen for Agonists; D(2) dopamine receptor (Homo sapiens), P14416; HEK293 T-REx D2 cells, calcium flux agonist mode; AID 485358, 2010; actives 0.53% (n = 340,000); activation, % at 2 µM;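 active means activation over 3 SD above normal in the single-dose calcium agonist read, cut at about 30% in these data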; further: 0% is about no effect
# Target sequence (P14416 whole entry, looked up): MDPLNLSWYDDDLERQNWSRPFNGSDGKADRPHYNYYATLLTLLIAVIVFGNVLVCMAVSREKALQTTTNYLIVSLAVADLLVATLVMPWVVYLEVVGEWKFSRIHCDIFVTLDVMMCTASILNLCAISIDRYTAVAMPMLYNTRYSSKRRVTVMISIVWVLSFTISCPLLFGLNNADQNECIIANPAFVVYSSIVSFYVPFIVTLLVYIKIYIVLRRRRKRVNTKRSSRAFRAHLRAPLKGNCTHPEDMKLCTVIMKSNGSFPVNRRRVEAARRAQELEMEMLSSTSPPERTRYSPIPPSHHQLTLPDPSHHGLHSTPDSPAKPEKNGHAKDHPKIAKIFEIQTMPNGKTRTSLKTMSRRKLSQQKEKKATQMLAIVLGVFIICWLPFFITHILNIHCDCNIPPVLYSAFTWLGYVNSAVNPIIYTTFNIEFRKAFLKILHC
#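 HEK293 Trex D2 cells, tetracycline-induced, o/n 30 C 5% CO2; no-wash Ca dye, RT 30–90 min; 10-cycle baseline, 23 nl cpd added, kinetic Ca read 180 s; agonist hits = positive Ca response.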
# D2 antag: HTS Assay for Allosteric Antagonists of the Human D2 Dopamine Receptor: Primary Screen for Antagonists; HEK293 TREx D2 cells, calcium flux, dopamine EC80; actives 2% (n = 340,000); inhibition, % at 10 µM; D(2) dopamine receptor (Homo sapiens), P14416; in the data active means inhibition above about 30%; further: 0% is about no effect
#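 Inhibition of EC80 dopamine-driven calcium flux, recorded kinetically, defines activity here; cells are a tetracycline-induced HEK293 T-REx line expressing force-coupled D2.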
# D1 antagonist: Antagonist of Human D 1 Dopamine Receptor: qHTS; activity change, negative = inhibition, % at 10 µM; actives 3.2% (n = 360,000); D(1A) dopamine receptor (Homo sapiens), P21728; HEK293 TREx D1 cells, calcium flux, dopamine EC80; stronger effect = lower value; in the data active means activity change below about -30%; further: on the % scale 0 is the no-effect control and ±100 the full control effect
#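 Calcium flux readout: force-coupled, inducible Hek293 Trex D1 line, cells induced overnight at 30 C with tetracycline, dye-loaded 30–90 min at RT. Antagonism scored against EC80 dopamine challenge given 180 s after compound.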
# RXFP1 antag: qHTS Assay for Antagonists of the Relaxin Receptor RXFP1; HEK293-RXFP1, relaxin-stimulated cAMP HTRF, 30 min; stronger effect = lower value; actives 0.59% (n = 350,000); Relaxin receptor 1 (Homo sapiens), Q9HBX9; activity change, negative = inhibition, % at 57.5 µM;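 active means activity change of -60% or lower, but not beyond a set lower limit; inconclusive means change between -60% and -40%, or beyond the set limit; inactive means change above -40%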; further: on the % scale 0 is the no-effect control and ±100 the full control effect
# D1 ag: Allosteric Agonists of the Human D1 Dopamine Receptor: qHTS; D(1A) dopamine receptor (Homo sapiens), P21728; activation, % at 2 µM; HEK293 T-REx D1 cells, calcium flux, agonist mode; actives 1% (n = 360,000); in the data active means activation above about 30%; further: 0% is about no effect
#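 Agonism was scored from calcium flux recorded over 180 s (1 read/s) after pintool compound addition, following a 10-cycle baseline. Cells were inducible force-coupled HEK293 TREx D1, plated overnight at 30 C and loaded with no-wash calcium dye.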
# RXFP1 ag: qHTS Assay for Agonists of the Relaxin Receptor RXFP1 | Relaxin receptor 1 (Homo sapiens), Q9HBX9 | Potency, µM (top dose mostly 57.5 µM), inactives show at the highest dose activation, usual class: activators | AID 2676, 2010 | HEK293T-RXFP1 cAMP TR-FRET, 30 min; response scale: percent of porcine relaxin response, buffer zero | actives 0.3% (n = 370,000); active means well fitted activation curve with a large enough effect; inconclusive means small, poorly fitted or top-dose-only effect; further: potency means the concentration at half of the fitted maximal effect; on the % scale 0 is the no-effect control and ±100 the full control effect; nearly all actives have a fitted effect of over 60% in size; many of its hits are not listed in these tables
#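 HEK293T cells stably expressing RXFP1 were pretreated with the PDE4 inhibitor Ro 20174, exposed to compounds for 30 min at 37C, lysed, and cAMP was read by TR-FRET. Data normalized to buffer (basal) and 29 nM porcine relaxin (100%).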
# D1 potentiator: Potentiators of Human D1 Dopamine Receptor: qHTS; D(1A) dopamine receptor (Homo sapiens), P21728; HEK293 TREx D1 cells, calcium flux, dopamine EC20 potentiation; potentiation, % at 10 µM; actives 0.036% (n = 360,000); AID 504651, 2011; in the data active means potentiation above about 30%; further: 0% is about no effect
# TRHR PAM: qHTS for Small Molecule Agonists and Allosteric Enhancers of Human TRH Receptor: Primary Screen for Enhancers | Thyrotropin-releasing hormone receptor (Homo sapiens), P34981 | TRHR cells, fluo-8 calcium fluorescence, EC20 TRH enhancement | enhancement, % at 2 µM | actives 0.66% (n = 360,000) | AID 493056, 2011; in the data active means enhancement above about 30%; further: 0% is about no effect
# Target sequence (P34981 whole entry, looked up): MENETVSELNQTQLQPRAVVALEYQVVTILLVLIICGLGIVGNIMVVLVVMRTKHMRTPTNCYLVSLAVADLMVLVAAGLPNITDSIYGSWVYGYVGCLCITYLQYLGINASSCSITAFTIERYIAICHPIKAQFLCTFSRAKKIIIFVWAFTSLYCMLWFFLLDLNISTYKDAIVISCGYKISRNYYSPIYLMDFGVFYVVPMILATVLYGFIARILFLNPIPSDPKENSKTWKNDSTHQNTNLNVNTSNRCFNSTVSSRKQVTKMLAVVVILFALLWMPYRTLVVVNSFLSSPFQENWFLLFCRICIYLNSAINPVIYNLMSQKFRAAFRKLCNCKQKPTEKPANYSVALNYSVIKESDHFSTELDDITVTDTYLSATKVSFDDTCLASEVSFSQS
#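 TRHR-expressing cells loaded with fluo-8 calcium dye were read kinetically (ex 480/em 530) during compound addition, then stimulated with an EC20 of TRH (10 nM final). Enhancement of the Gq-mediated intracellular calcium response was scored.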
# D2 potentiator: HTS Assay for Positive Allosteric Modulators of the Human D2 Dopamine Receptor: Primary Screen for Potentiators. D(2) dopamine receptor (Homo sapiens), P14416. HEK293 T-REx D2, calcium flux, EC20 dopamine potentiation. potentiation, % at 10 µM. actives 0.34% (n = 340,000). AID 485347, 2010;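 active means potentiation over 3 SD above the plate norm, cut at about 30% in these data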; further: 0% is about no effect
#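 Cells plated with tetracycline inducer and held overnight at 30 C; calcium dye loaded 30–90 min at room temperature; baseline taken, compound added and read 180 s; EC20 dopamine then added and read 180 s.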
# Numbers without * were called inactive; ? = inconclusive; nt = not tested or not shown. A portion of the library; the hit share may differ from the screen's.
SMILES,D2 agonist,D2 antag,D1 antagonist,RXFP1 antag,D1 ag,RXFP1 ag,D1 potentiator,TRHR PAM,D2 potentiator
COc1ccc(C(=O)N2CCCC(O)C2)cc1OC1CCN(C(C)C)CC1 (stereo not drawn),0.0,11,-3,0,1,4.0%,-4,-4,-3
CCN1C(=O)c2cccc3c(Cl)ccc(c23)C1=O,-0.4,18,-16,-18,1,25%,11,-1,-1
O=C(NCc1ccccc1)c1cccc(Br)n1,0.5,-5,-4,nt,-1,2.0%,-4,17,0
COc1ccccc1CCNS(=O)(=O)c1cc2c3c(c1)CCN3C(=O)CC2,0.1,-2,-8,-4,7,0.1%,-5,8,-1
CC1CCCCN1C(=O)COC(=O)CNC(=O)c1ccc(Cl)cc1Cl (stereo not drawn),0.1,-15,1,4,0,12%,5,-4,11
Cc1nn(CCc2nn[nH]n2)c2nc(-c3ccccc3)cc(C(F)(F)F)c12,nt,nt,0,-14,1,0.7%,2,14,nt
Cn1c(=O)n(CCCOc2ccc(Cl)cc2)c2ccccc21,0.0,1,-13,-9,1,0.8%,-4,6,15
O=C(CSc1n[nH]c(-c2ccccc2Br)n1)NC(=O)NCc1ccco1,0.4,15,-1,-6,0,2.0%,-3,1,-2
Cc1ccc(NC(=O)CN(C)c2ccc(S(=O)(=O)N3CCCC3)cn2)cc1,-2.5,1,-15,-15,4,-0.7%,-3,0,8
CCc1ccc(NC(=O)C2CCN(S(=O)(=O)c3ccc4c(c3)N(C(C)=O)CCO4)CC2)cc1,-2.6,-5,-4,-2,9,1.3%,-1,1,-9
CCCOc1cccc(NC(=O)OC2CCN(C)CC2)c1,1.1,-15,-2,nt,21,0.4%,-3,0,-9
Cc1nc2ccccn2c1C(=O)N/N=C/c1ccc(CNC(=O)C(=O)Nc2ccccc2)o1,1.2,-1,-10,16,1,-0.2%,-6,-3,-1
O=C(CCCc1c[nH]c2ccccc12)NCc1cccs1,1.2,-1,-2,-4,1,-0.3%,-2,0,1
O=C(c1ccc(Cl)cc1)N(Cc1cccs1)C1CCS(=O)(=O)C1 (stereo not drawn),4.9,12,10,12,5,0.0%,-5,-2,nt
Cc1c(C(=O)Nc2nnc(C3CC3)s2)oc2ccccc12,1.0,-39,-1,2,-1,1.1%,-9,0,-11
Cc1cccc2cc(C#N)c(N3CCOCC3)nc12,0.9,-18,3,-6,3,1.9%,-4,-3,7
CN(CC(=O)Nc1ccc(Cl)c(C(F)(F)F)c1)C(=O)CCCc1nc2ccccc2c(=O)[nH]1,0.0,0,-4,7,0,-1.6%,-4,-1,-1
COc1cc(C(=O)N[C@@H](C)C(=O)N2CCC3(CC2)NCCc2[nH]cnc23)cc(OC)c1OC,0.4,-5,2,6,-1,-2.5%,6,3,1
C=CCn1c(SCc2ccccc2F)nc2cc(C(=O)O)ccc2c1=O,-2.0,-3,-2,-10,3,-0.4%,-4,20,11
COC(=O)C(O)(CC(=O)Nc1ccccc1OC)C(F)(F)F (stereo not drawn),-1.0,-2,5,-9,-3,2.8%,10,6,24
Cc1nc2c(sc(=S)n2Cc2ccco2)c(=O)n1CC(=O)Nc1cc(F)ccc1F,0.5,7,14,11,3,-2.3%,-4,-4,0
CN(c1ccccc1)S(=O)(=O)c1cccc(C(=O)OCC(=O)NCCCN2CCCC2=O)c1,nt,nt,8,-8,1,2.6%,-5,-1,nt
O=C(CCS(=O)(=O)c1ccc(Br)cc1)NC1CCCCCC1,-0.2,-17,-5,11,1,-0.4%,1,-2,1
c1csc(-c2cn3c(n2)SCC3)c1,0.1,3,-2,-10,2,0.2%,-6,-3,-2

# Profiles, quoted from the list. Order of values: D2 agonist, D2 antag, D1 antagonist, RXFP1 antag, D1 ag, RXFP1 ag, D1 potentiator, TRHR PAM, D2 potentiator
# C=CCn1c(SCc2ccccc2F)nc2cc(C(=O)O)ccc2c1=O is entered as -2.0, -3, -2, -10, 3, -0.4%, -4, 20, 11
# O=C(CCS(=O)(=O)c1ccc(Br)cc1)NC1CCCCCC1 is entered as -0.2, -17, -5, 11, 1, -0.4%, 1, -2, 1
# CN(CC(=O)Nc1ccc(Cl)c(C(F)(F)F)c1)C(=O)CCCc1nc2ccccc2c(=O)[nH]1 is entered as 0.0, 0, -4, 7, 0, -1.6%, -4, -1, -1
# Cc1cccc2cc(C#N)c(N3CCOCC3)nc12 is entered as 0.9, -18, 3, -6, 3, 1.9%, -4, -3, 7
# O=C(CCCc1c[nH]c2ccccc12)NCc1cccs1 is entered as 1.2, -1, -2, -4, 1, -0.3%, -2, 0, 1

# The list continues:
SMILES,D2 agonist,D2 antag,D1 antagonist,RXFP1 antag,D1 ag,RXFP1 ag,D1 potentiator,TRHR PAM,D2 potentiator
C=CCNc1nc(C2(C)CC3(CC(C)(C)OC3=O)C(=O)O2)cs1 (stereo not drawn),0.1,10,1,-19,5,-0.1%,-11,-3,-10
COc1cccc(CC(=O)NCCCSc2ccccc2)c1,-0.8,-7,-20,1,5,5.1%,-8,-7,3
Cc1ccc(S(=O)(=O)Oc2ccccc2/C=C2/SC(=O)NC2=O)cc1,-0.3,3,-12,-8,5,1.4%,-2,2,0
COc1ccc(C(C)=O)cc1CSc1nc2nc(C)cc(C)n2n1,-1.1,-4,0,-20,3,8.4%,0,2,34*
O=C(Nc1nnc(-c2ccccc2F)s1)c1ccccc1F,-0.1,3,4,?,2,?,-6,8,6
COc1ccccc1NC(=O)CCNS(=O)(=O)c1ccc2c(c1)CCCC(=O)N2,-2.0,nt,0,nt,1,-2.4%,6,6,4
O=C(CSc1nnc(Cn2c(=O)sc3ccccc32)n1-c1ccccc1)Nc1nccs1,-1.0,29,1,-1,3,-0.5%,5,1,-2
CCc1c(C)nc(SC)n(CC#N)c1=O,-0.7,5,-12,-4,3,0.0%,-6,3,4
O=[N+]([O-])c1ccccc1/C=C/CN1CCCC(CO)C1 (stereo not drawn),6.6,35*,-17,-10,-2,-1.8%,-7,2,-21
COc1ccc(/C=C/C(=O)NC(=S)NN2CCCCC2c2cccnc2)cc1OC (stereo not drawn),49*,-4,-14,-11,-1,4.9%,-2,2,-19
Cc1ccc(C)c(S(=O)(=O)N2CCN(C(=O)CSc3ccccc3F)CC2)c1,nt,nt,-27,-3,31*,1.1%,-8,6,nt
O=[N+]([O-])c1ccc(N2CCN(Cc3ccc4c(c3)OCO4)CC2)nc1,0.8,-1,-12,3,5,-0.4%,0,-15,-2
O=C(NC1CCCCC1)N(Cc1nc2ccccc2c(=O)[nH]1)C1CCCCC1,-0.1,-6,-3,-11,0,-0.5%,9,-5,2
CC(C(=O)Nc1cccc([N+](=O)[O-])c1)N1C(=O)NC2(CCCC2)C1=O (stereo not drawn),-0.2,22,-7,-14,3,-0.6%,0,17,22
Cc1cccc(NC(=S)NCc2ccc3[nH]c4c(c3c2)CCCC4)c1,1.0,10,-25,-16,0,1.7%,-3,-1,5
O=C(O)c1cccc(NC(=S)NC(NC(=O)c2cccc([N+](=O)[O-])c2)C(Cl)(Cl)Cl)c1 (stereo not drawn),0.9,-15,-1,4,1,4.0%,-2,-3,5
Cc1c(Cl)cccc1NC(=S)N=Nc1c(O)n(CN2CCOCC2)c2ccccc12,-1.0,8,1,-26,3,-0.7%,-3,-2,-7
O=C(NCCS(=O)(=O)N1CCCCC1)c1ccccc1,-0.2,-19,13,8,4,1.1%,-3,-2,-5
COc1cccc(NC(=O)CN2CCC(C)CC2)c1,nt,nt,9,-2,2,-2.1%,0,3,nt
CCCCCCn1c(-c2cccs2)n[nH]c1=S,-0.6,-3,-1,-22,2,4.4%,3,13,4
COC(=O)c1sc(C(C)(C)C)cc1CS(=O)(=O)c1ccc(Cl)cc1,-0.2,-10,-40*,-2,2,3.4%,-5,-3,1
Cn1c(/N=C/c2c(O)ccc3ccccc23)nc2ccccc21,-1.1,4,-29,10,0,2.7%,6,-3,7
Cc1cc(C)nc(N/N=C/c2cc(C)n(CC(F)(F)F)c2C)n1,-0.4,3,8,0,1,-0.7%,-2,3,-12
O=C(Nc1ccc(N2CCCCC2)cc1)c1ccc2c(c1)OCCO2,-0.1,-13,-2,-12,2,0.4%,-1,4,3
CN(C)C(=O)CN(C)S(=O)(=O)c1ccc(Cl)cc1,0.0,6,1,-16,10,-0.6%,1,6,5
CCCCOc1ccc(Cl)cc1CSc1nncn1N,-0.6,7,5,-1,2,0.7%,-5,0,-4
Nc1ccccc1C(=O)NNc1c2ccccc2nc2ccccc12,-1.2,12,-6,0,1,4.9%,-4,-4,-6
CCNC(=S)NNC(=O)c1ccc(OC)cc1,-0.2,0,-5,-7,4,-1.0%,-3,-4,-2
Cc1cccc(C)c1NC(=O)CNC(=O)CCC(=O)N1CCOCC1,-0.3,-10,-6,-21,3,0.3%,5,7,4
COc1cccc2c(=O)c3ccoc3n(C)c12,0.1,9,2,nt,-5,8.7%,2,42*,0
Cc1ccc(Oc2nc3ccccn3c(=O)c2/C=C(\C#N)C(=O)NC2CCS(=O)(=O)C2)c(C)c1 (stereo not drawn),0.9,1,14,-10,0,8.1%,-7,15,5
Cn1c(=O)oc2cc(S(=O)(=O)N3CCC4(CC3)OCCO4)ccc21,1.8,4,9,-3,11,3.5%,-5,-4,-1
Cc1ccc(N(CC(=O)N2CC(=O)Nc3ccccc32)S(=O)(=O)c2ccc3c(c2)OCCO3)cc1,0.6,21,21,7,1,2.5%,-2,-6,-3
COc1cc(-c2nc(Cn3nnc(C(=O)Nc4ccccc4C)c3C)c(C)o2)cc(OC)c1OC,-0.3,nt,3,nt,0,-0.5%,2,-2,-2
S=C1NC(c2ccccc2)=NCN1c1ccccc1,0.5,9,2,-1,2,-1.6%,-1,7,-8
CCCCc1nnc(NC(=O)COc2ccc3c(C)cc(=O)oc3c2)s1,1.2,1,-9,nt,4,-0.4%,9,2,-4
Cc1ccc(-c2ccc(/C=N/NC(N)=S)o2)cc1,-1.6,-6,0,-25,2,3.3%,-1,1,-4
